# Mot1-301 SUMO: inhibitors of SUMOylation pathway: yeast Mot1-301 growth rescue. growth rescue, % at 18.8 µM. 320,000 tested, 1% active. S. cerevisiae Mot1-301 growth rescue, ATP luminescence, 38.5C; percent above DMSO median, 100 means doubled;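 active = every valid replicate shows activation above 250% relative to neutral control wells; inactive = the rest, any valid replicate at or below 250%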;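 note: OY570 slx delta 5 strain wells were the positive control but not used for scaling; some compounds called inactive have numbers as strong as hits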
# Keap1-Nrf2 PPI: inhibitors of human Keap1-Nrf2 protein-protein interaction | Q14145 | Keap1 Kelch-Nrf2 peptide fluorescence polarization, 1536-well | inhibition, % at 9.4 µM | 340,000 tested, 0.15% active | AID 504523; in the data active = inhibition above about 12%;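 note: human Keap1 Kelch domain with fluorescein labeled Nrf2 9mer peptide probe; 0% = neutral control wells and 100% = peptide positive control; higher means more block of Keap1 binding to Nrf2 peptide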
# cardiac RTF act: increases calcium sensitivity of human cardiac regulated thin filaments. IANBD-labeled TnC RTF fluorescence at EC20 calcium; 0% EC20 calcium, 100% full calcium. 340,000 tested, 0.24% active. activation, % at 7.2 µM. AID 493008. P19429+P45379;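 active = activation above the mean over all tested compounds plus 3 SD, cut at about 30% in these data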;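 note: rise in fluorescence read as greater calcium sensitivity of cardiac thin filaments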
# dFosB activator: enhances mouse delta FosB homodimer DNA binding; 340,000 tested, 0.99% active; AID 493131; purified delta FosB, TAMRA-CDK5 oligo fluorescence polarization; percent of positive-control signal above neutral wells; activation, % at 25 µM; P13346;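 active = mean activation above about 17%, with every replicate also reaching it, limit read from the data, passing the limit was not always enough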;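 note: fluorescence polarization rise as delta FosB binds a TAMRA Cdk5 AP-1 oligo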
# Target sequence (P13346 whole entry, looked up): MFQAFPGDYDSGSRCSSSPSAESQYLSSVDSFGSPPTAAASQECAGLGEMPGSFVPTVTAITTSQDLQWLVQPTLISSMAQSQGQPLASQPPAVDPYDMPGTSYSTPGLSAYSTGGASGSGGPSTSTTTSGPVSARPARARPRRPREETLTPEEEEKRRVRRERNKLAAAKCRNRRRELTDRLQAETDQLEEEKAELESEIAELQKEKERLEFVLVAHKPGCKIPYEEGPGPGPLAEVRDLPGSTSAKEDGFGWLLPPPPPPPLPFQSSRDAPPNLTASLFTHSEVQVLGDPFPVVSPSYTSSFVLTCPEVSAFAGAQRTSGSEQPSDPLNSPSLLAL
# Rtt109 Vps75: inhibitors of Candida albicans Rtt109/Vps75 histone acetyltransferase; Q5AAJ8; purified Rtt109/Vps75, ThioGlo CoA-SH fluorescence, 4 h; inhibition, % at 34.9 µM; 330,000 tested, 0.16% active; AID 540336;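 active = inhibition of at least 50% in every replicate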
# NSD2 inh: NSD2 (human) methyltransferase inhibition. inhibition, % at 12.5 µM. NSD2 peptide methylation, AlphaScreen, 120 min. O96028. 310,000 tested, 0.54% active; in the data active = inhibition above about 50%
# C-LANA FP: inhibitors of KSHV LANA C-terminal domain DNA binding. 340,000 tested, 0.078% active. MBP-C-LANA/FAM-LBS DNA binding, fluorescence polarization. inhibition, % at 9 µM;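 active = highest replicate inhibition at or above 60% at 9 µM, even if other replicates fall short; inactive = all replicates below 60% inhibition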;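 note: 0% = neutral control wells and 100% = 4 µM acridine orange control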
# CDK5 p35 inh: inhibitors of human CDK5/p35 kinase; Recombinant CDK5/p35, ADP-Glo luminescence, 60 min; inhibition, % at 10 µM; 330,000 tested, 0.01% active; AID 488839;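 active = highest replicate inhibition of at least 50% and at least 75% of replicates reaching 50%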;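 note: plate controls were DMSO neutral control for no effect and GW8510 at 10 µM for full effect; many of its hits are not listed in these tables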
# Target sequence (Q00535 whole entry, looked up): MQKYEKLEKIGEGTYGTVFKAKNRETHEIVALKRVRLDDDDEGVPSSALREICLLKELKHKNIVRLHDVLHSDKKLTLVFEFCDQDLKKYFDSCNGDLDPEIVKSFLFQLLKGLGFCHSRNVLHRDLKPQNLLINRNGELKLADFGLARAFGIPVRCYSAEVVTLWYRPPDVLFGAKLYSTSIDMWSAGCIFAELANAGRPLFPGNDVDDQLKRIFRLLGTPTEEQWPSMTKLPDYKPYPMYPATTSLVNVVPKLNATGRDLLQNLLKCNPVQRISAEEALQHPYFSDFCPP
# Target sequence (Q15078 whole entry, looked up): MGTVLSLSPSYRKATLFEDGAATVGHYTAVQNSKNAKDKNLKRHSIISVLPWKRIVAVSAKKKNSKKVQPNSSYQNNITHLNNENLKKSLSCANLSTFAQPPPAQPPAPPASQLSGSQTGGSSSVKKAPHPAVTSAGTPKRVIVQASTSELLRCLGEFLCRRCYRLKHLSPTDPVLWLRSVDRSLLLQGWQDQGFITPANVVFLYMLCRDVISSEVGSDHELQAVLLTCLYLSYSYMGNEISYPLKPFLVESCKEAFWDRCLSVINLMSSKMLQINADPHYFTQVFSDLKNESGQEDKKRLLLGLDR
# PvdQ inh: blocks Pseudomonas aeruginosa PvdQ acylase activity | inhibition, % at 10 µM | 340,000 tested, 0.063% active | AID 488965 | purified PvdQ acylase, fluorescence plate reader; in the data active = inhibition above about 30%, passing the limit was not always enough;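 note: 0% = vehicle neutral wells and 100% = reference inhibitor wells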
# RTF Ca sens inh: cardiac RTF calcium desensitization. P19429+P45379. IANBD-labeled cardiac RTF, Ca2+ fluorescence. inhibition, % at 7.15 µM. 340,000 tested, 0.12% active;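 active = inhibition above the mean inhibition of all tested compounds plus 3 SD, cut at about 17% in these data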;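 note: assay run at fixed EC70 calcium of 1.6 mM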
# PfHsp90 yeast 2: inhibits growth of yeast expressing Plasmodium falciparum Hsp90; inhibition, % at 9.4 µM; AID 504621; 310,000 tested, 0.32% active; S. cerevisiae expressing PfHsp90, BacTiter-Glo ATP, 48 h; yeast lacking PDR1 and PDR3 efflux regulators;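 active = every replicate shows inhibition above about 80%, whatever the replicate mean, limit read from the data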;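 note: 0% = DMSO neutral controls and 100% = 20 µM radicicol positive controls; yeast relying on Plasmodium falciparum Hsp90 in place of its own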
# Numbers without * were called inactive; nt = not tested or not shown. Not a hit list; about 3.2% have a hit in one of these screens.
compound	Keap1-Nrf2 PPI	CDK5 p35 inh	Rtt109 Vps75	dFosB activator	PvdQ inh	cardiac RTF act	Mot1-301 SUMO	RTF Ca sens inh	NSD2 inh	PfHsp90 yeast 2	C-LANA FP
Cc1ccc(C(=O)O)cc1Nc1ncnc2sc3c(c12)CCC3	-1	1.0	-10	0	3	-4	13	4	2	0	0.5
CCN1CCN(c2oc(-c3ccccc3C)nc2S(=O)(=O)c2ccccc2)CC1	-7	-8.3	2	-7	-16	-6	nt	-1	10	-3	-0.2
Cc1ccc(C(=O)N2c3ccccc3N(Cc3ccccc3)C(=O)C2(C)C)cc1	-1	3.4	-5	-1	11	3	6	2	-7	-6	-0.3
CCOC(=O)c1sc(Nc2nc3c(OC)cccc3s2)nc1C	3	0.2	-21	-15	7	-2	2	-32	-1	-53	-0.3
Nc1nc(Sc2ncccc2[N+](=O)[O-])n[nH]1	0	-0.4	18	-2	2	nt	-15	nt	-2	-12	-2.1
CCN(CC)CCN(Cc1cc2cc3c(cc2[nH]c1=O)OCO3)C(=S)NCC1CCCO1 (centres undefined)	2	-6.3	-3	0	4	3	-16	9	14	-24	-2.5
Cc1c(Cl)cccc1NC(=O)N1CCCC1	4	-1.1	25	-5	-3	-3	-1	-17	0	3	1.3
CCC1CCC(C(=O)NC(CCSC)C(=O)NCCN(CC(C)C)CC(C)C)CC1 (centres undefined)	-2	-0.3	-6	-17	-8	4	0	8	9	-3	-1.4
COc1ccc(CCNC(=O)COC(=O)c2ccccc2NCCO)cc1OC	-4	-0.8	-56	-1	-6	2	5	-2	-4	nt	0.7
Cc1[nH]n(-c2ccccc2)c(=O)c1C(=O)c1ccc(Cl)cc1	-3	-3.1	16	1	-14	-1	24	4	17	37	-0.3
Cc1ccc2c(c1)C(O)(C1COC(C)(C)CC1=O)C(=O)N2C (centres undefined)	-9	-12	3	-1	-18	13	-5	-7	2	17	-0.6
COc1cc(NC(=O)COC(=O)c2ccccc2SCC(=O)N2CCCC2)cc(OC)c1	-6	0.0	0	-20	-23	-1	-1	3	1	-9	-0.2
O=C(c1sc2cc(Cl)ccc2c1Cl)N1CCN(CCc2ccccn2)CC1	1	0.4	2	-11	-13	0	9	0	4	-101	-1.3
NNC(=O)c1sccc1OCc1ccc(F)cc1	-5	-3.6	-3	-5	-12	-1	1	-5	0	11	1.5
COc1ccc(CNC(=O)c2ccc(=O)oc2)cc1OC	1	0.2	-3	-1	-3	-6	-16	-1	2	14	-2.3

# Brought forward from above: two entries, then new ones.
compound	Keap1-Nrf2 PPI	CDK5 p35 inh	Rtt109 Vps75	dFosB activator	PvdQ inh	cardiac RTF act	Mot1-301 SUMO	RTF Ca sens inh	NSD2 inh	PfHsp90 yeast 2	C-LANA FP
NNC(=O)c1sccc1OCc1ccc(F)cc1	-5	-3.6	-3	-5	-12	-1	1	-5	0	11	1.5
COc1ccc(CNC(=O)c2ccc(=O)oc2)cc1OC	1	0.2	-3	-1	-3	-6	-16	-1	2	14	-2.3
O=C1CC(c2ccc(F)c(Br)c2)C2=C(CCCC2=O)N1 (centres undefined)	2	0.8	-1	-2	-1	-3	-7	-7	-1	11	0.3
Cc1cccc(C)c1OCC(=O)N(Cc1ccco1)C1CCS(=O)(=O)C1 (centres undefined)	-2	2.8	7	-7	-7	0	-8	1	nt	-1	-0.6
CCC(=O)c1ccc(OC(=O)N2CCOCC2)cc1	0	0.9	-4	2	-15	9	5	2	-4	-21	-2.5
COc1cc2ncnc(NCc3ccccc3C)c2cc1OC	-1	0.0	12	-9	-3	-6	-8	-2	1	3	-1.0
Cc1cc(=O)c2c(C)nn(-c3ccccc3)c2[nH]1	1	15	-5	0	-14	6	-6	-4	1	15	-0.3
Cc1nn(C)cc1NC(=O)c1ccc(Br)o1	-4	-0.3	-2	-3	-6	0	-6	9	-2	-16	1.6
COCCNS(=O)(=O)c1ccc(-c2ccc(C)cc2)cc1	-4	1.2	-3	1	-12	1	26	-8	-3	-21	0.2
CC1CC(C)CN(S(=O)(=O)c2ccc(C(=O)Nc3nnc(C4CC4)o3)cc2)C1 (centres undefined)	-3	1.3	-3	-2	12	-8	158	-1	1	0	1.3
CCN(C(=O)CSc1nnc(-c2ccc(F)cc2)n1C)C1CCS(=O)(=O)C1 (centres undefined)	-1	0.6	-15	-4	-7	1	-13	5	-3	0	1.5
Cc1ccc(C(=O)N(NC2=NS(=O)(=O)c3ccccc32)S(=O)(=O)c2ccc(C)cc2)cc1	0	-0.2	4	1	-10	-5	2	-5	1	-2	1.9
O=C(NCc1cccnc1)c1noc2c1CCCCC2	2	1.6	4	-4	-6	1	-3	-2	-1	3	2.1
OCCCn1c(CCNc2nc(-c3ccc(F)cc3)cs2)nc2cc(C(F)(F)F)ccc21	-6	0.9	3	-14	-2	1	5	-3	nt	-5	2.7
Cc1ccc(C(O)c2nc3ccccc3n2C(C)C)cc1 (centres undefined)	-1	-1.4	-5	-1	-6	-9	-14	1	2	14	-0.3
CCN(C(=O)CSc1nc2nc(C)cc(C)n2n1)C1CCS(=O)(=O)C1 (centres undefined)	-3	-0.2	3	2	11	-5	0	-8	36	7	3.0
CCOC(=O)c1nc(Nc2ccc(N3CCC(C)CC3)cc2)c2ccccc2n1	7	0.4	20	-8	-8	-2	-3	-2	nt	-6	-1.7

# Next part
compound	Keap1-Nrf2 PPI	CDK5 p35 inh	Rtt109 Vps75	dFosB activator	PvdQ inh	cardiac RTF act	Mot1-301 SUMO	RTF Ca sens inh	NSD2 inh	PfHsp90 yeast 2	C-LANA FP
CCOC(=O)CNC(=O)N(CCOC)CC1CCCN(C2Cc3ccccc3C2)C1 (centres undefined)	-1	1.3	-3	-5	-12	-2	-6	0	1	-2	-2.6
COc1ccc(OCC(O)CN(CCO)CC(O)Cn2ccc3ccccc32)cc1 (centres undefined)	-1	-1.7	10	-2	6	1	3	4	-1	nt	-0.9
Cc1ccccc1C(=O)NC(=S)Nc1sc2c(c1C#N)CCCC2	-5	-0.9	-6	1	7	-7	2	-11	3	nt	-0.4
CCOC(=O)c1sc(=S)n(-c2ccccc2Cl)c1C	-5	-1.6	-16	-14	-8	10	4	-5	9	-1	0.7
COc1ccc(OC)c(CN(CCN2CCOCC2)S(=O)(=O)c2ccc(NC(C)=O)cc2)c1	-1	0.1	21	-5	3	-5	nt	-5	0	9	-0.5
O=C(COc1cccc(F)c1)NNC(=O)c1cccc(-n2cccc2)c1	-2	0.2	-15	6	-16	-3	170	-10	-1	nt	1.4
O=C(NC1CCN(C(=O)N2c3ccccc3Sc3ccccc32)CC1)c1ccco1	-10	0.9	0	-14	-11	11	-16	8	-3	nt	0.2
COc1ccc(NC(=O)Nc2ccc(C)cc2Br)c(OC)c1	-1	2.5	8	3	9	2	3	0	9	-3	-1.7
CCOC(=O)c1ccc2c(c1)nc(SCC(=O)c1cc3ccccc3o1)n2CC	-8	2.1	8	-5	-11	5	20	-9	3	-27	-0.7
CC(=O)c1ccc2cccc3c2c1N=CN3C	1	4.9	-6	6	5	11	336	-4	-1	6	0.6
O=C(CSc1nnc(-c2ccccc2)n1CC1CCCO1)N1CCCC1 (centres undefined)	-5	-0.1	-4	9	-6	-2	-4	7	-5	-30	0.2
C=CCn1c(N)cc(=O)nc1SCC(=O)Nc1ccccc1	5	0.5	3	5	-9	7	15	6	-3	-30	-1.0
O=P(CCCCCCCCCP(=O)(c1ccccc1)c1ccccc1)(c1ccccc1)c1ccccc1	-2	2.3	4	-13	-16	5	24	-15	nt	71	-0.6
CS(=O)(=O)N(CCc1ccccc1)CC(=O)N1CCN(Cc2ccc3c(c2)OCO3)CC1	-1	0.9	-7	-9	1	5	-12	6	nt	14	-0.7
Cc1cc(C)nc(NS(=O)(=O)c2ccc(NC(=O)c3ccc(O)cc3O)cc2)n1	-1	0.4	-12	-4	1	-3	1	-7	-1	-5	1.5

# Additional records follow.
compound	Keap1-Nrf2 PPI	CDK5 p35 inh	Rtt109 Vps75	dFosB activator	PvdQ inh	cardiac RTF act	Mot1-301 SUMO	RTF Ca sens inh	NSD2 inh	PfHsp90 yeast 2	C-LANA FP
OCCNc1nc(Nc2ccccc2O)nc(N2CCCC2)n1	-3	0.8	0	4	-1	9	-4	-8	nt	0	0.3
COCC1CCN(Cc2nc(Cc3ccccc3Cl)no2)CC1	4	0.9	5	5	-3	-1	8	2	1	21	1.2
CCN(CC(=O)Nc1c(F)cccc1F)C(=O)c1ccc(=O)[nH]c1	-2	0.7	28	4	-1	-3	4	-7	-2	-3	0.4
COc1ccc(C(=O)N2CCC(n3c(C)nc4cc(F)ccc43)CC2)cc1OC	3	-0.9	-2	-3	-2	6	-13	-6	-2	-5	-0.3
CCOc1ccc(N(CC(=O)N2CCN(C(=O)CN(c3ccc(OCC)cc3)S(C)(=O)=O)CC2)S(C)(=O)=O)cc1	-5	0.5	4	0	2	-1	0	-2	-2	-2	-4.8
C1CCCC(N2CCNCC2)CC1	-2	-4.4	3	-5	-13	4	-14	-7	1	-43	1.3
Cc1ccc(C(=O)NC2CC(C)(C)NC(C)(C)C2)c(C)c1	-3	0.7	3	3	-6	-2	59	11	-3	3	-0.9
Cc1cc(NC(=O)CN2CCN(c3ncccn3)CC2)no1	-1	2.2	0	6	2	1	-5	21*	0	-5	0.0
COc1ccc(N2CCN(CC(O)COc3ccc(F)cc3)CC2)cc1 (centres undefined)	4	0.5	-7	0	-3	-2	6	-1	2	-3	-3.3
Cc1cc(/C=c2/sc3nc4ccccc4n3c2=O)c(C)n1-c1ccccn1	-3	1.5	1	7	-13	1	-9	-7	1	19	-0.7
CCOc1ccc(OCC)c(-c2c(=O)n(OCc3ccccc3C(=O)OC)c3ccccc3[n+]2[O-])c1	-2	-0.4	-3	-12	-11	1	-4	-7	1	4	-0.8
O=C(CSc1ccc(-c2ccco2)nn1)NC1CCCCC1	1	-1.5	-1	0	0	1	nt	10	3	-5	-0.6
COc1cc(/C=N/Nc2ccc(C(=O)O)cc2)cc(OC)c1OC	-4	-1.7	1	-8	-7	6	-3	-7	1	-6	-0.5
COc1ccc(NS(=O)(=O)c2cccc(C(=O)NCC(c3ccc(OC)cc3)N3CCOCC3)c2)cc1 (centres undefined)	-1	-0.8	4	-9	-16	2	-10	-12	-1	20	-0.2
COc1ccc(C(C(=O)NCC2CCCO2)N(C(=O)CNC(=O)c2ccco2)c2cc(C)cc(C)c2)cc1OC (centres undefined)	-1	0.4	7	-3	-6	-3	3	5	-2	-15	0.3
O=C(CNC(=O)c1cc2ccccc2o1)NCc1cccs1	0	-0.9	4	8	2	-3	-2	0	1	-18	-1.1
C/C(=N/N1CCN(c2ccccn2)CC1)c1ccc([N+](=O)[O-])cc1	1	-2.4	0	0	-2	5	13	-7	2	14	0.9
CCOc1ccccc1CNS(=O)(=O)c1cc(-c2cc(C)no2)ccc1OC	3	-1.9	1	-7	-6	5	5	1	-3	10	-1.7
